MrgX1 antagonist = human MrgX1 receptor antagonism, primary screen. hit rate 1.3% among 310,000. B-score at 10 µM. AID 588676. MRGX1-HEK293 calcium flux, Fluo-4, BAM8-22 antagonism; stronger effect = lower value. Q96LB2;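 active = calcium-response B-score plate-corrected more than 3 library SD below zero, starting fluorescence within 5 deviations, no agonist response on first addition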;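 also: peak minus trough fluorescence over baseline after final BAM8-22 challenge near maximal dose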
Target sequence (Q96LB2 whole entry, looked up): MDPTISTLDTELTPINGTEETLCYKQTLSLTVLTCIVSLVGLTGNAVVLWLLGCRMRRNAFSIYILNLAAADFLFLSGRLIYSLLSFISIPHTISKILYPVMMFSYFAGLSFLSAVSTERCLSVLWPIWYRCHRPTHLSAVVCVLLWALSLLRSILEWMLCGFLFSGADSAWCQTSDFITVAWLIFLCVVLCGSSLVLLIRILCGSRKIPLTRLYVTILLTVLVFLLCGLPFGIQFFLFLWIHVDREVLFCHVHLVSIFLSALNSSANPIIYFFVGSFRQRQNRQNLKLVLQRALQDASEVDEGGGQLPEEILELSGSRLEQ
RGS4 act = potentiators or activators of RGS4. AID 463111. HEK293 M3R/inducible RGS4, carbachol calcium flux Fluo4; stronger effect = lower value. B-score at 10 µM. hit rate 0.92% among 310,000;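 active = B-score of the integrated calcium signal more than 4 SD below the library mean, with starting fluorescence not abnormally high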;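 also: negative B-score means reduced calcium response which marks RGS4 activation or potentiation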
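Assay system: Inducible-RGS4 HEK293 cells carrying M3 receptor | Schedule: Compound preincubation 20 min at room temperature before agonist | Signal: Kinetic calcium fluorescence imaging with Fluo4-AM dye, 2 µM | Read-out basis: B score from integrated fluorescence ratio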
TRPC6 activator = activates the mouse TRPC6 cation channel; B-score at 10 µM; hit rate 0.13% among 310,000; HEK293-TRPC6 membrane potential dye fluorescence; stronger effect = higher value; Q61143;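 active = B-score of the integrated fluorescence ratio above library mean plus 3 SD, and starting fluorescence ratio within library mean plus 5 SD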;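 also: higher score means more depolarization so channel activation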
MrgX1 allo act = allosterically activates human MrgX1 receptor signaling; MrgX1-HEK293, Fluo-4 calcium flux, FDSS; stronger effect = higher value; B-score at 10 µM; hit rate 0.63% among 310,000;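 active = plate-corrected calcium response at least 3 library SD above typical, normal starting fluorescence, not activating the receptor alone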;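 also: compound read alongside a low EC10 to EC30 dose of BAM8-22 agonist; peak minus trough fluorescence over baseline measured at the second addition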
MrgX1 agonist = agonists of human MrgX1 receptor; Q96LB2; AID 588627; B-score at 10 µM; MrgX1-HEK293 cells, Fluo-4 calcium fluorescence, agonist mode; stronger effect = higher value; hit rate 0.44% among 310,000;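 active = calcium response B-score plate-corrected fluorescence ratio at least 3 library SD, with starting fluorescence B-score inside 5 SD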
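Assay system: stable human MrgX1 HEK293 cell line. Quantity: 15,000 cells per well. Schedule: cells plated overnight, dye loaded 0.5 h 37 °C, 0.5 h room temperature. Detection: Fluo-4 NW calcium-flux fluorescence, kinetic read. Read-out basis: peak-minus-minimum fluorescence over baseline, converted to B scores. Control set: positive and negative control wells on each plate.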
SKKanGAS inh = inhibitors of SKKanGAS S. pyogenes growth in kanamycin (SK-promoter or general growth effect). BacTiter-Glo, 6 h. inhibition, % at 7.5 µM. hit rate 1.3% among 300,000;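 active = mean replicate score, as percent of positive control median, at least 50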;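 also: strain carries kanamycin resistance gene driven by streptokinase promoter and grows in 40 µg/ml kanamycin; loss of luminescence reflects streptokinase promoter inhibition or plain growth inhibition; 0% = median of DMSO wells and 100% = positive control at its reference dose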
HDAC3 inh = human HDAC3 inhibition | recombinant HDAC3, fluorogenic peptide/trypsin coupled, fluorescence | inhibition, % at 8.3 µM | hit rate 0.15% among 320,000 | AID 2718; in the data active = inhibition above about 26%, passing the limit was not always enough
Target sequence (O15379 whole entry, looked up): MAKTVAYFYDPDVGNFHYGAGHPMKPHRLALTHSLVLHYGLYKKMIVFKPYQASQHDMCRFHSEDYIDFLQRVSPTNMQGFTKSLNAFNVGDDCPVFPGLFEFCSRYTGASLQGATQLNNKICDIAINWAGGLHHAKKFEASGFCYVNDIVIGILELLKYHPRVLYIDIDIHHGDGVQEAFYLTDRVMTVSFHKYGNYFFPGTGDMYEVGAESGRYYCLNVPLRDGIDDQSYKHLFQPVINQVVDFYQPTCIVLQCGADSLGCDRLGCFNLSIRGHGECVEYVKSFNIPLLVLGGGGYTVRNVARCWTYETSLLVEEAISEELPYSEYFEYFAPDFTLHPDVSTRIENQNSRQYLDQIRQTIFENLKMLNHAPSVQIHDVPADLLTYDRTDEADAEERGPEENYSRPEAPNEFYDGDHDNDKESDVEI
TMEM16A inh = mouse TMEM16A channel inhibition, primary screen | Q8BHY3 | HEK293 TMEM16A/YFP iodide influx fluorescence, ionomycin | normalized B-score (activity score, 25-100; higher = stronger inhibition) at 10 µM | hit rate 1.2% among 310,000;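 active = ratio plate-corrected score three or more library SD toward inhibition, starting fluorescence score within five deviations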;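 also: score derived from kinetic fluorescence span divided by baseline fluorescence per well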
RGS4 block = human RGS4 inhibition | P49798 | HEK293 M3R/RGS4 inducible, Fluo-4 calcium flux; stronger effect = higher value; triggered by carbachol at its EC20 | B-score at 10 µM | hit rate 0.45% among 310,000 | AID 463165;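 active = B-score, a plate-corrected calcium signal, over three deviations above library mean, with baseline fluorescence within five deviations of library mean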;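 also: RGS4 expression induced by doxycycline in cells with stable M3 receptor; B-score is computed from the integrated fluorescence ratio over baseline after carbachol; higher B-score means a larger calcium signal and so more RGS4 inhibition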
Target sequence (P49798 whole entry, looked up): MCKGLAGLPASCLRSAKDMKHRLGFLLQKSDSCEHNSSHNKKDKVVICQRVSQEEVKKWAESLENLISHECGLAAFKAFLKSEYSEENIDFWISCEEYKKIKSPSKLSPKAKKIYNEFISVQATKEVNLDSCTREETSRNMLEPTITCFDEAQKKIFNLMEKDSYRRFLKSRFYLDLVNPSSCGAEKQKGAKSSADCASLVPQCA
TRPC6 inhibitor = inhibitors of mouse TRPC6 channel | HEK293-TRPC6, membrane potential dye, ACh-evoked depolarization; stronger effect = lower value | B-score at 10 µM | hit rate 1.1% among 310,000 | AID 2553;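 active = B-score under library mean minus 3 SD, initial fluorescence not abnormally high, positive integrated signal ratio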;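 also: B-score derived from integrated fluorescence ratio over the kinetic read; more negative B-score means stronger inhibition of depolarization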
TMEM16A act = mouse TMEM16A channel activation, primary screen | hit rate 0.3% among 340,000 | HEK293 TMEM16A/YFP-H148Q/I152L, iodide quench fluorescence; stronger effect = lower value | B-score at 10 µM;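 active = fluorescence-ratio B-score plate-corrected deviation score at least 3 library SD below zero, with starting fluorescence score within 5 deviations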;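 also: channel opened by trigger with iodide after compound preincubation; score built on the fluorescence ratio of max minus min over baseline; more negative score means more quench and so TMEM16A activation or potentiation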
The depositor's hits bear a star; i = inactive; nt = not tested or not shown. The order is random (roughly 6.7% active in at least one column).

SMILES | MrgX1 antagonist | RGS4 act | TRPC6 activator | MrgX1 allo act | MrgX1 agonist | SKKanGAS inh | HDAC3 inh | TMEM16A inh | RGS4 block | TRPC6 inhibitor | TMEM16A act
CCOC(=O)C1CCCN(Cc2cc(Br)ccc2OC)C1 (centres undefined) | i | nt | nt | i | i | nt | -4 | i | nt | nt | i
O=C(CN1CCN(C(=O)c2cccc(F)c2)CC1)NC1CCCCC1 | i | i | i | i | i | -2 | -1 | i | i | i | nt
CN(C)/C=N/c1cc(=O)n(C)c(=O)n1Cc1ccccc1 | i | i | i | i | i | 5 | 4 | i | i | i | i
COc1ccc(S(=O)(=O)Cc2ccc(C(=O)NCc3ccc(C)cc3)o2)cc1 | i | i | i | i | i | -4 | 1 | i | i | i | i
O=C(COC(=O)Cc1ccsc1)NCc1ccccc1 | i | i | i | i | i | 8 | -6 | i | i | i | i
COCCN(C(=O)CCC(=O)Nc1cc(C)on1)C(C(=O)NC1CCCC1)c1ccc(C(C)C)cc1 (centres undefined) | i | i | i | i | i | 3 | 3 | i | i | i | i
COc1ccc(NC(=O)CCCCCn2nnc3ccccc3c2=O)cc1OC | i | i | i | i | i | -7 | -4 | i | i | i | i
Cc1nnc(SCc2ccccc2)n1N | i | i | i | i | i | -5 | -3 | i | i | i | i
COCCNC(=S)Nc1cc(OC)c(OC)cc1C#N | nt | i | i | nt | nt | 0 | nt | nt | i | i | i
CCS(=O)(=O)N1Cc2ccccc2CC1C(=O)Nc1ccc(OC)c(OC)c1 (centres undefined) | i | i | i | i | i | 0 | 1 | i | i | i | i
O=P(O)(O)C(O)C(F)(F)C(F)(F)C(F)(F)C(F)F (centres undefined) | i | i | i | i | i | 7 | 9 | i | i | i | i
Cc1ccccc1C(=O)NC1CCN(CC(=O)N2CCCCC2C)CC1 (centres undefined) | i | i | i | i | i | -1 | -1 | i | i | i | i
Cn1nnnc1SCC(=O)NC(=O)c1cccc([N+](=O)[O-])c1 | i | i | i | i | i | 0 | -3 | i | i | i | i
Cc1cc(=O)oc2cc(OCC(=O)OCC(=O)NCc3ccc4c(c3)OCO4)ccc12 | i | i | i | i | i | 3 | -8 | i | i | i | i
O=C(Nc1ccc(N2CCOCC2)c(Cl)c1)c1ncn[nH]1 | i | i | i | i | i | 3 | -3 | i | i | i | i
O=c1[nH]c(NCCO)nnc1Cc1ccc(Cl)cc1 | i | i | i | i | i | -2 | -8 | i | i | i | i
Cc1[nH]c2ccccc2c1/C=N/Nc1nc2ccccc2[nH]1 | i | i | i | i | i | 61* | 5 | i | i | i | i
Cc1ccc(-c2nc(N)sc2CC(=O)OCC(=O)NCCC(C)C)cc1 | i | i | i | i | i | 12 | 4 | i | i | i | i
CCCCC(CC)CNC(=O)CCCCn1c(=O)[nH]c2ccsc2c1=O (centres undefined) | i | i | i | i | i | -8 | 2 | i | i | i | i
COc1ccccc1NC(=O)COC(=O)c1cnc(C)cn1 | i | i | i | i | i | 0 | 4 | i | i | i | i
CCc1cc(C(=O)Nc2ccc(C)cc2Br)cs1 | i | i | i | i | i | -1 | -4 | i | i | i | i
O=C1CCN(CCc2ccccc2)CCN1[C@H](COc1ccccc1)c1ccccc1 | i | i | i | i | i | 13 | 3 | i | i | i | i
C=CCSc1nnc(Cc2cc(=O)[nH]c(=O)[nH]2)n1-c1cc(C)ccc1C | i | i | i | i | i | -2 | 15 | i | i | i | i
CCC(=O)c1c[nH]c(C(=O)NCc2ccccc2OC)c1 | i | i | i | i | i | -1 | 7 | i | i | i | i
O=c1c2c(nc3nc(NCc4cccc5ccccc45)[nH]n13)CCC2 | i | i | i | i | i | 0 | -9 | i | i | i | i
Cc1ccc(-n2c(SCC(=O)Nc3ccc(C(=O)O)cc3)nnc2-c2ccncc2)cc1 | i | i | i | i | i | -1 | 2 | i | i | i | i
CCCc1nc2scc(-c3ccc(C)cc3)c2c(=O)n1N | i | i | i | i | i | 0 | -5 | i | i | i | i
COCc1nc(-c2ccc(-c3ccc(C)cc3)nc2OC)no1 | i | i | i | i | i | 27 | 3 | i | i | i | i
Cc1nc2ccccc2cc1C(=O)NCc1ccco1 | i | i | i | i | i | -5 | -3 | i | i | i | i
Cc1cccc(OCC(=O)Nc2ccc(C(=O)c3ccc(C(=O)O)cc3)cc2)c1 | i | i | i | i | i | 38 | 5 | i | i | i | i
CC(C)(C)NC(=O)CSc1nncn1NCc1c(Cl)cccc1Cl | i | i | i | i | i | -2 | 8 | i | i | i | i
O=C(Cn1cnc2c(nnn2Cc2ccc(F)cc2)c1=O)OCc1ccccc1 | i | i | i | i | i | -3 | 1 | i | i | i | i
Cc1ccc(NC(=O)c2nc[nH]c2C(=O)NCC(=O)OC(C)(C)C)cc1 | i | i | i | i | i | 0 | 7 | i | i | i | i
COC(=O)c1ccccc1S(=O)(=O)N(Cc1cc2cc3c(cc2[nH]c1=O)OCO3)C1CCCCC1 | i | i | i | i | i | -1 | 11 | i | i | i | nt
O=C(c1cc2cc(F)ccc2[nH]1)N1CCN(c2cccc(Cl)c2)CC1 | i | i | i | i | i | 12 | 8 | i | i | i | i
CC(C)(C)C1CCC(OC(=O)CCC(=O)Nc2ccccc2)CC1 (centres undefined) | i | i | i | i | i | 5 | 22 | i | i | i | i
COc1ccc(Nc2nc(C)cc(=O)[nH]2)cc1 | i | i | i | i | i | 1 | -3 | i | i | i | i
CCOc1ccc(/C=C/C(=O)OCC(=O)c2ccccc2OC)cc1OC | i | i | i | i | i | -2 | nt | i | i | i | i
CC(C(=O)NCCCc1ccccc1)c1ccc([N+](=O)[O-])cc1 (centres undefined) | i | i | i | i | i | -26 | -1 | i | i | i | i
Cn1c(CCNS(=O)(=O)c2ccccc2)nnc1SCc1cccnc1 | i | i | i | i | i | -1 | -2 | i | i | i | i
CCOC(=O)c1cn(-c2ccc(F)c(F)c2)c2c(F)c(F)c(F)c(F)c2c1=O | nt | i | i | nt | nt | -21 | nt | nt | i | i | nt
CCn1c(=O)c([N+](=O)[O-])c(Cl)c2ccccc21 | i | i | i | 10* | i | 12 | -1 | i | 6.6* | i | i
Cc1cccc(NC(=S)NCc2ccc3c(c2)OCO3)c1 | i | i | i | i | i | 3 | 2 | i | i | i | i
CN(C)CC(CCCCC(CN(C)C)C(=O)c1ccccc1)C(=O)c1ccccc1 (centres undefined) | i | i | i | i | i | -18 | nt | i | i | i | i
CC1(C)Cc2c(c(-c3ccco3)nc3sc4c(NCCCO)ncnc4c23)CO1 | i | i | i | i | i | -1 | 1 | i | i | i | i
COC(=O)c1cc(S(=O)(=O)N2CCCC(C)C2)c[nH]1 (centres undefined) | i | i | i | i | i | 2 | 0 | i | i | i | i
O=C(Nc1ccc2c(c1)OCO2)C1CCN(S(=O)(=O)c2ccc3c(c2)OCCO3)CC1 | i | i | i | i | i | 0 | -1 | i | i | i | i
CCOc1cc(CNCCO)cc(Br)c1OCc1cccs1 | i | i | i | i | i | -5 | -4 | i | i | i | i
CCSc1nc2sc3c(c2c(=O)n1-c1ccccc1C)CCN(C)C3 | i | i | i | i | i | 13 | -9 | i | i | i | i
COc1ccc(CN2CCNC(=O)C2CC(=O)NCC2CCOCC2)cc1C (centres undefined) | nt | i | i | nt | nt | 1 | nt | nt | i | i | i
Cc1cc(C2C(C#N)=C(N)OC3=C2C(=O)CC(C)(C)C3)c(C)s1 (centres undefined) | i | i | i | i | i | -7 | 9 | i | i | i | i
CSc1ccc(/C=C/C(=O)Nc2ccccc2)cc1 | i | i | i | i | i | nt | 6 | i | i | i | i
CCc1ccc(OCC(=O)N/N=C(\C)c2ccc(O)cc2O)cc1 | i | i | i | i | i | -3 | nt | i | i | i | i
CC(CN1CCN(C)CC1)OC(=O)c1cccc(F)c1 (centres undefined) | i | i | i | i | i | -4 | 0 | i | i | i | i
Cc1ccc(-n2c(COc3ccccc3)n[nH]c2=S)cc1 | i | i | i | 8* | i | 3 | 0 | i | i | i | i
Cc1ccc(-n2c(SCC(=O)N(C)C3CCS(=O)(=O)C3)nc3ccccc3c2=O)cc1 (centres undefined) | i | i | i | i | i | 1 | -12 | i | i | i | i
O=C(NN=C(Cc1ccccc1)Cc1ccccc1)c1ccccc1F | i | i | i | i | i | -2 | 0 | i | i | i | i
COc1ccc(C(=O)COC(=O)C(CCCCN2C(=O)C3C4C=CC(C4)C3C2=O)N2C(=O)C3C4C=CC(C4)C3C2=O)cc1 (centres undefined) | i | i | i | i | i | -2 | nt | i | i | i | i
Cc1ccc(N2C(=O)[C@@H]3C(c4cccnc4)=NO[C@@H]3C2=O)cc1 | i | i | i | i | i | -11 | 14 | i | i | i | i
CCN(Cc1ccncc1)C(=S)Nc1c(C)cccc1C | i | i | i | i | i | 0 | -1 | i | i | i | i
Continuation:
SMILES | MrgX1 antagonist | RGS4 act | TRPC6 activator | MrgX1 allo act | MrgX1 agonist | SKKanGAS inh | HDAC3 inh | TMEM16A inh | RGS4 block | TRPC6 inhibitor | TMEM16A act
CCS(=O)(=O)Nc1ccc(C(=O)NCCSc2ccccc2)cc1 | i | i | i | i | i | -2 | -7 | i | i | i | i
Cc1cccc(NC(=O)CCNS(=O)(=O)c2ccc(Cl)cc2)c1 | i | i | i | i | i | -7 | -1 | i | i | -5.1* | i
CC1CCCC(NC(=O)c2ccc3snnc3c2)C1C (centres undefined) | i | i | i | i | i | -3 | 5 | i | i | i | i
CCOc1ccc(S(=O)(=O)N2CCN(CC(O)COc3cccc([N+](=O)[O-])c3)CC2)cc1 (centres undefined) | i | i | i | i | i | -4 | -6 | i | i | i | i
CCCCNC(=O)c1onc(CSc2ccc(C)c(C)c2)c1C(=O)O | i | i | i | i | i | 22 | 3 | i | i | i | i
NC(=O)c1ccc(Oc2ccc(Cl)c3ccccc23)c([N+](=O)[O-])c1 | i | i | i | i | i | -7 | 5 | i | i | i | i
CCOC(=O)/C(=N\Nc1ccccc1)P(=O)(c1ccccc1)c1ccccc1 | i | i | i | i | i | -5 | 1 | i | i | i | i
COc1ccc(-c2coc3cc(OC)cc(OC)c3c2=O)cc1 | i | i | i | i | i | -1 | 2 | i | i | i | i
